Source: PubChem BioAssay (National Center for Advancing Translational Sciences (NCATS))
p53null 32C kill: p53 null cell cytotoxicity, permissive temperature | H1299-neo p53 null cells, ATP luminescence, 24 h, 32C | Potency, µM (series often up to 46.1 µM), inactives show top-dose activity change, negative = cytotoxicity, hits mostly cytotoxic | actives 0.62% (n = 55,000);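 note: potency is the fitted concentration of half-maximal effect; 0% = DMSO only and -100% = full killing by 100 µM tamoxifen; nearly all actives have a fitted effect of over 55% in size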
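Overnight 37C seeding (600 cells/well) of H1299-neo preceded a 24 hr, 32C exposure to compounds up to 46 uM. ATP levels, read by luminescence after 20 min at RT, indicated surviving cells.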
p53null 39C tox: kills p53 null cells at the nonpermissive temperature | H1299 p53-null (neo) cells, 39C, ATPlite viability, 24 h | actives 0.97% (n = 55,000) | AID 904 | Potency, µM (highest dose often 46.1 µM), for inactives: top-dose activity, negative = cell killing, actives largely listed as cytotoxic;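 note: potency is the fitted concentration of half-maximal effect; 0% = DMSO only and -100% = full killing by 100 µM tamoxifen; nearly all actives have a fitted effect of over 50% in size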
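Concentration-response (up to 46 uM) was run for 24 h at the nonpermissive 39C on H1299-p53A138V or H1299-neo cells. ATP content was measured with ATPlite luminescence. AC50 values were Hill-modeled after normalizing between DMSO and 100 uM tamoxifen killing.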
B2AR arrestin ag: ADRB2 beta-arrestin recruitment. P07550. HTLA Tango cells, beta-arrestin recruitment, luciferase luminescence, 18 h. Potency, µM (highest dose often 46.1 µM), for the others: at the top dose activation, actives largely listed as activators. 44,000 tested, under 10 active. AID 1347077;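 note: potency is the fitted concentration of half-maximal effect; 0% = DMSO and full agonism = EC100 isoproterenol or metaproterenol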
Target sequence (P07550 whole entry, looked up): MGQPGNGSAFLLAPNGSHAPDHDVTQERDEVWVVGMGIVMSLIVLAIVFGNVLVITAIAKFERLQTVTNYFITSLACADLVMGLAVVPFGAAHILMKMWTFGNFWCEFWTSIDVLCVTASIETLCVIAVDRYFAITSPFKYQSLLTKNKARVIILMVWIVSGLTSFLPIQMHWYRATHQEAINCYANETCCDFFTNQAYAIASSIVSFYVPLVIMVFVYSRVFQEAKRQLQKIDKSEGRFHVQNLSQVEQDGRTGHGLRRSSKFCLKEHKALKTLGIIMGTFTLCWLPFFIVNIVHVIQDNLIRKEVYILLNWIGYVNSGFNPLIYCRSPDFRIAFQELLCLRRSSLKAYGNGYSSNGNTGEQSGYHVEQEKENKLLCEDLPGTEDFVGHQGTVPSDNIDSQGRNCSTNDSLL
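First, Tango cells carrying beta2-AR and beta-arrestin fusions received compound up to 46 microM. After 18 hr at 37 degrees C, luciferase substrate was added for 15 minutes, then luminescence gave %Activity for curve fitting.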
GALK inhibitor: inhibitors of human galactokinase (GALK) | 44,000 tested, under 10 active | P51570 | Potency, µM (series often up to 57.5 µM), for inactives: at the highest dose activity, negative = inhibition, usual class: inhibitors | recombinant GALK, Kinase-Glo ATP luminescence, 1 h;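 note: plate controls were full GALK reaction for no effect and reaction lacking GALK for full effect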
Target sequence (P51570 whole entry, looked up): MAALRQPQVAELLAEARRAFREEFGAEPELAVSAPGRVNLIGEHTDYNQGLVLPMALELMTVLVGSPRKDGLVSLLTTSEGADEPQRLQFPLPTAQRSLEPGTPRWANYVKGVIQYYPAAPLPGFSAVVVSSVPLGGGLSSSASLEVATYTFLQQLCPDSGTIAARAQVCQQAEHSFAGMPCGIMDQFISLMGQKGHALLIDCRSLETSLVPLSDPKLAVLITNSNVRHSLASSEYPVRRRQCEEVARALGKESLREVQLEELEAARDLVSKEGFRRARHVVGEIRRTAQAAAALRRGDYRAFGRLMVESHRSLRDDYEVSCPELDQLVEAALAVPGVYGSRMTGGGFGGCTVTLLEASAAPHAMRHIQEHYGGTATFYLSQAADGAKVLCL
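Luminescent ATP-depletion readout (Kinase-Glo Plus) after 1 h room-temperature incubation of human GALK (5 nM) with galactose 100 µM and ATP 35 µM, pH 8.0 HEPES/Mg2+ buffer; compounds tested in qHTS format.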
PTAP-TSG101 blk: blocks PTAP binding to human TSG101, validation. Fluorescence polarization, FITC-PTAP peptide/Tsg101, 20 min. Potency, µM (doses to about 115 µM), for inactives: top-dose activity change, negative = inhibition, actives largely listed as inhibitors. 44,000 tested, under 10 active; note: potency is the fitted concentration of half-maximal effect; 0% is about no effect
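Fluorescence polarization: Tsg101 binding domain (10 uM final) in 10 mM HEPES pH 7.5, 0.15 M NaCl, 0.01% Tween 20, 3 mM EDTA, 0.1 mM TCEP; compounds pinned; FITC-PTAP peptide 50 nM final; 20 min, r.t.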
FH mod: Identification of activators of human fumarate hydratase by quantitative high-throughput screening | Fumarate hydratase, mitochondrial (Homo sapiens), P07954 | FH coupled MDH/diaphorase resazurin fluorescence, 15 min | Potency, µM (titrated, usually from 79.9 µM), without a hit: at the highest dose activity change, negative = inhibition, hits mostly inhibitors | actives 0.22% (n = 54,000) | AID 1347055, 2019; note: potency is the fitted concentration of half-maximal effect; % is set by controls: 0 for no effect and ±100 for the full control effect; the screen sought activators but most active calls are inhibition curves; nearly all actives have a fitted effect of over 45% in size
NTMT1 inh: NTMT1 methyltransferase inhibition; actives 2.5% (n = 59,000); Potency, µM (highest dose often 114 µM), without a hit: at the highest dose activity change, negative = inhibition, usual class: inhibitors; Q9BV86; AID 1645870; NTMT1 MTase-Glo SAH luminescence, purified enzyme;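 note: potency is the fitted concentration of half-maximal effect; plate controls were DMSO vehicle for no effect and no enzyme for full effect; nearly all actives have a fitted effect of over 65% in size; many of its hits are not listed in these tables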
Target sequence (Q9BV86 whole entry, looked up): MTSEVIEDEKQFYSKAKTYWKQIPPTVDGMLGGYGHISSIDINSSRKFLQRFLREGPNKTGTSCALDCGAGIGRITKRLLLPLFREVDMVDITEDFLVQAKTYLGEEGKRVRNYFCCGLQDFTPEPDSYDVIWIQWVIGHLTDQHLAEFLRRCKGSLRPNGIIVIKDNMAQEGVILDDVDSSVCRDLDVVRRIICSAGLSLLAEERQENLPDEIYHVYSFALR
* hit, by the source's call; ? = inconclusive; . = no result given; [ ] = remark or other dose. Calls come from the whole dose curve; as a rule, active = well fitted curve in the direction sought with a large enough effect; inconclusive = small, poorly fitted or top-dose-only effect, or another doubt; inactive = no such curve, though single readings can be large; an effect the other way counts as inactive or inconclusive.

Compound,p53null 32C kill,p53null 39C tox,B2AR arrestin ag,GALK inhibitor,PTAP-TSG101 blk,FH mod,NTMT1 inh
Cc1cccc(N2CCN(S(=O)(=O)c3cn(C)c(C)n3)CC2)c1C,1%,5%,0%,1%,-7%,7%,3%
CCOc1ccccc1CNC(=O)c1cccn1-c1nnc(N2CCCC2)s1,0%,?,3%,0%,0%,-2%,6%
O=C(CSc1nc2c([nH]c3ccccc32)c(=O)n1-c1ccccc1)Nc1ccc2c(c1)OCCO2,3%,-3%,?,5%,1%,-9%,18%
CCOc1ccc(C2=NC(c3ccc(OC)cc3)=Nc3ccc(Cl)cc3N2)cc1,3%,?,-1%,0%,-7%,-5%,8%
Cc1cc(S(=O)(=O)NCC(c2ccc(N(C)C)cc2)N2CCOCC2)ccc1F (stereo unspecified),4%,6%,-1%,0%,-4%,15%,-1%
COc1ccc(NC(=O)c2ncn(-c3ccccc3)n2)cc1Cl,-15%,-7%,1%,3%,-1%,-12%,-6%
COC(=O)c1ccc(NS(=O)(=O)c2ccc3[nH]c4c(c3c2)CCCC4)cc1,14%,-17%,0%,1%,-5%,?,?
Cc1ccc(C)c(N2CCN(C(=O)c3cc(S(=O)(=O)N4CCC(C)CC4)cn3C)CC2)c1,22%,40%[activator],0%,0%,-1%,-21%,-1%
COc1ccc2cc3cc(C(=O)Nc4cc(C)c(Cl)cc4OC)oc3nc2c1,3%,3%,-1%,2%,-1%,1%,15%
COC(=O)c1sccc1S(=O)(=O)N1CCN(c2ccccc2)CC1,9%,17%,-1%,-1%,-1%,-5%,-16%
COc1ccc(-c2nnc(Nc3ccc(OCC(N)=O)cc3)c3ccccc23)cc1,11%,-18%,1%,-21%,-4%,.,.
CN1C(=O)c2ccccc2Sc2ccc(NC(=O)N3CCN(c4cccc(Cl)c4)CC3)cc21,16%,10%,-3%,1%,0%,-22%,5%
O=C(Cn1ncc2c3ccccc3n(Cc3ccccc3F)c2c1=O)NCCc1ccc(Cl)cc1,6%,-15%,-3%,0%,4%,3%,21%
CCC(C)NC(=O)Cn1c(=O)n(-c2cc(OC)cc(OC)c2)c(=O)c2ccccc21 (stereo unspecified),5%,28%,-2%,6%,1%,-14%,-26%
CCC1CN(C(=O)NCc2ccc(F)cc2)c2cc(C)ccc2O1 (stereo unspecified),48%[activator],71%[activator],-1%,3%,-5%,-2%,-14%

In a second layout: three of the compounds above
The line under a structure holds: p53null 32C kill, p53null 39C tox, B2AR arrestin ag, GALK inhibitor, PTAP-TSG101 blk, FH mod, NTMT1 inh
O=C(Cn1ncc2c3ccccc3n(Cc3ccccc3F)c2c1=O)NCCc1ccc(Cl)cc1
→ 6%, -15%, -3%, 0%, 4%, 3%, 21%
CCC(C)NC(=O)Cn1c(=O)n(-c2cc(OC)cc(OC)c2)c(=O)c2ccccc21 (stereo unspecified)
→ 5%, 28%, -2%, 6%, 1%, -14%, -26%
CCC1CN(C(=O)NCc2ccc(F)cc2)c2cc(C)ccc2O1 (stereo unspecified)
→ 48%[activator], 71%[activator], -1%, 3%, -5%, -2%, -14%

Next section:
Compound,p53null 32C kill,p53null 39C tox,B2AR arrestin ag,GALK inhibitor,PTAP-TSG101 blk,FH mod,NTMT1 inh
COc1cccc(CNC(=O)C(Cc2ccccc2)NS(=O)(=O)c2ccc3c(c2)CCN3C(C)=O)c1 (stereo unspecified),-2%,4%,0%,-2%,1%,-3%,6%
CC(=O)c1cccc(NC(=O)Nc2c(C)n(C)n(-c3ccccc3)c2=O)c1,0%,-15%,1%,2%,2%,16%,8%
Cc1cc(C)cc(NC(=O)c2ncn(-c3ccccc3)n2)c1,-14%,?,-2%,1%,-6%,-8%,-11%
Cc1cccc(NC(=O)c2cc(S(=O)(=O)N3CCc4ccccc43)ccc2F)c1C,0%,7%,1%,-2%,-3%,-12%,0%
CCOC(=O)c1ccc(NC(=O)c2c(NCc3cccs3)sc3c2CCCCC3)cc1,9%,1%,2%,1%,-4%,-10%,?
CCNc1nc(Oc2ccc(=O)n(-c3ccccc3)n2)nc(N(C)C)n1,-5%,11%,-1%,4%,-6%,4%,8%
COc1ccc(-c2c(C)nn3c(C(F)(F)F)cc(-c4ccc(Br)cc4)nc23)cc1,2%,-12%,-3%,-15%,-1%,11%,4%
CCOC(=O)c1c(NC(=O)COc2ccccc2Br)sc2c1CCCCC2,1%,-13%,1%,0%,0%,-17%,-21%
NC(=O)C1CCN(S(=O)(=O)c2ccc(N3CCCCS3(=O)=O)cc2)CC1,-10%,4%,0%,2%,2%,-16%,28%
CCOC(=O)C1CCCN(S(=O)(=O)c2ccc3[nH]c(=O)ccc3c2)C1 (stereo unspecified),-5%,6%,2%,-5%,0%,-2%,-5%
COc1ccc(CNC(=O)CCNS(=O)(=O)c2ccc3c(c2)CCCC(=O)N3)cc1,1%,-17%,1%,0%,-14%,-1%,15%
Cc1ccc(C)c(N(C)C(=O)C2CCN(c3ncnc4c3nc3n4CCCCC3)CC2)c1,-3%,-25%,1%,1%,-8%,-19%,?
COc1cc(-c2nnc(SCC(=O)NCc3ccccc3Cl)o2)cc(OC)c1OC,0%,6%,-2%,2%,-2%,.,.
COCCCNC(=O)c1oc2c(c1C)-c1nn(Cc3cccc(Cl)c3)cc1CC2,20%,18µM*,-1%,-3%,-3%,?,-21%
CCn1cnc2c(=O)oc3ccc(S(=O)(=O)N4CCN(c5cc(C)ccc5C)CC4)cc3c21,-3%,-26%,0%,-6%,2%,-10%,0%

(more compounds)
Compound,p53null 32C kill,p53null 39C tox,B2AR arrestin ag,GALK inhibitor,PTAP-TSG101 blk,FH mod,NTMT1 inh
Cc1ccc(CCNC(=O)CN(c2ccc(C(C)C)cc2)S(=O)(=O)c2c(C)nn(C)c2C)cc1,-2%,-3%,1%,6%,2%,-3%,14%
CCOc1cccc(C2Nc3ccccc3-c3cc(C)nn32)c1O (stereo unspecified),7%,-8%,0%,1%,-6%,-12%,0%
CC(=O)c1ccc(NS(=O)(=O)c2ccc(-c3cnc(C4CC4)o3)cc2)cc1,?,0%,-2%,3%,-1%,-4%,13%
COc1ccc(NC(=O)N2CCc3c(sc4c3CCCC4)C2c2ccc(F)cc2)cc1 (stereo unspecified),7%,13%,1%,-2%,-1%,-18%,?
CCCCN(CCCC)S(=O)(=O)c1ccc2oc(C(=O)NCc3ccc(C)cc3)c(C)c2c1,6%,0%,2%,-6%,-4%,-32%,15%
COc1ccc2cc(CNc3ccc(C)cc3)c(=O)n(CC(=O)Nc3cccc(Cl)c3C)c2c1,0%,-6%,0%,-1%,0%,-13%,-4%
COc1ccc(Nc2ncnc3c2cnn3-c2ccc(C)cc2)cc1Cl,-14%,9%,2%,4%,2%,-16%,-5%
CCOc1ccccc1Nc1sc(C(=O)c2ccc(Cl)cc2)c(N)c1S(=O)(=O)c1ccccc1,4%,-22%,-2%,3%,1%,-2%,4%
CCc1ccc(C(c2ccccc2)c2c(C)[nH]c3ccccc23)s1 (stereo unspecified),9%,-6%,0%,-2%,-2%,?,5%
COc1ccc(C(=O)NCCSc2c(C)[nH]c3ccccc23)cc1,21%,9%,-1%,-3%,0%,?,24%
CCCOc1ccc(NC(=O)CC2C(=O)N(c3ccc(C)cc3)C(=O)N2C(C)C)cc1 (stereo unspecified),5%,-16%,0%,0%,1%,.,.
Cc1ccc(Nc2ccc(N3CCN(C(=O)c4cccc([N+](=O)[O-])c4)CC3)nn2)cc1,73%[activator],-22%,-4%,-5%,-12%,-16%,-1%
O=c1c2sc3ccccc3c2n(Cc2cccc(Cl)c2)c(=O)n1Cc1ccco1,6%,4%,-2%,2%,7%,-5%,3%
Cc1cccc2c1N(Cc1ccccc1OCCC(C)C)C(=O)C2=O,71%[activator],?,-2%,-2%,-3%,-18%,?
CCOC(=O)N1CCc2c(sc3c2c(=O)n(Cc2ccccc2)c(=O)n3Cc2ccccc2Cl)C1,?,-12%,0%,0%,1%,-8%,-2%

Going on with the list.
Compound,p53null 32C kill,p53null 39C tox,B2AR arrestin ag,GALK inhibitor,PTAP-TSG101 blk,FH mod,NTMT1 inh
CCCCn1cc(S(=O)(=O)c2ccccc2)c(=O)c2cc(F)c(N3CCN(CCC)CC3)cc21,-5%,-4%,0%,-3%,-2%,-11%,?
COc1ccc(-c2noc(CN(C)S(=O)(=O)c3c(C)cc(C)cc3C)n2)cc1OC,-4%,-5%,-1%,9%,-3%,-16%,0%
CCOC(=O)N1CCc2c(sc(NCc3cc(OC)ccc3OC)c2C(=O)Nc2cc(OC)ccc2OC)C1,18%,14%,1%,0%,-8%,-14%,44%[activator]
COc1ccc(C)cc1NC(=O)C(=O)NCC(c1cccnc1)N1CCc2ccccc21 (stereo unspecified),-2%,-12%,1%,2%,-1%,-13%,-10%
Cc1ccc(NC(=O)C2CCCN2S(=O)(=O)c2cccc3cccnc23)c(C)c1 (stereo unspecified),5%,-3%,-1%,0%,-4%,-2%,-4%
CCOC(=O)c1ccccc1NC(=O)c1cc2c(s1)-c1ccccc1SC2,8%,?,-3%,-3%,0%,-26%,24%
O=C(C1CCC(Cn2c(=O)c3sccc3n(Cc3cccc(F)c3)c2=O)CC1)N1CCCCC1 (stereo unspecified),11%,38%[activator],1%,-3%,0%,-28%,4%
CCOCCCN1C(=O)CN(C2CCCCCC2)C(=O)C1c1ccc(OC(C)C)c(OC)c1 (stereo unspecified),-16%,-22%,-1%,-2%,-4%,.,.
CCCc1cc(=O)oc2c3c(ccc12)OCN(Cc1ccc(OC)cc1)C3,-7%,-1%,1%,2%,-5%,-3%,-2%
COc1ccc(NC(=O)Cn2c(=O)oc3cc(S(=O)(=O)NCc4ccccc4)ccc32)c(OC)c1,-14%,-1%,1%,5%,-1%,4%,-12%
CC(C)(C)C1CCc2onc(C(=O)Nc3sc4c(c3C#N)CCCC4)c2C1 (stereo unspecified),-7%,-5%,-2%,7%,-1%,.,.
CCOCCn1ccc2c(OCC(=O)Nc3ccc(OC(F)(F)F)cc3)cccc2c1=O,-4%,9%,-2%,1%,2%,0%,11%
Cc1ccc(NC(=O)c2oc3ccccc3c2NC(=O)Cc2cccs2)cc1,-8%,-27%,0%,0%,0%,-9%,10%

Some of the compounds tested; the hit share may differ from the screen's.
